# Screening data (PubChem)
# TEAD-YAP block: TEAD-YAP interaction inhibition, primary screen, TEAD-YAP interaction inhibitor project, luminescence, HEK-TIYL cells. 640,000 tested, 1.4% active. inhibition, % at 9.12 µM. TEAD-Gal4/YAP UAS-luciferase luminescence; in the data active means inhibition above about 32%;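 further: 0% = median of test compound wells and 100% = reference inhibitor wells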
# GPR151 ag: activators of human GPR151, primary screen, cell-based, PathHunter beta-arrestin, luminescence; PathHunter beta-arrestin GPR151 cells; activation, % at 11.2 µM; 650,000 tested, 1% active; AID 1508602, 2020; in the data active means activation above about 4.9%;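 further: 0% = median of compound wells and 100% = cells with positive control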
# Target sequence (Q8TDV0 whole entry, looked up): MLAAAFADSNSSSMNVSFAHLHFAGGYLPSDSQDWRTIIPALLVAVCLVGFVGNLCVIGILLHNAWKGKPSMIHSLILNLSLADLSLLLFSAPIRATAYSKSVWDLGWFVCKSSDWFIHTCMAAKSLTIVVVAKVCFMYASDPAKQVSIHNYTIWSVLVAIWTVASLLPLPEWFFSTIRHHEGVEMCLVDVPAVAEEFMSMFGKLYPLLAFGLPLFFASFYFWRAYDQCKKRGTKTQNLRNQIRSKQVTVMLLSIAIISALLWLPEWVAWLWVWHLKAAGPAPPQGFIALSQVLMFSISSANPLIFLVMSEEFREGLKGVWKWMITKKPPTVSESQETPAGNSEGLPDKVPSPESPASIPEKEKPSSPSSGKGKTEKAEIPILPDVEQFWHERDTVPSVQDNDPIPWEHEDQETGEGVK
# FBW7 activator: FBW7 E3 ligase activators, primary screen, biochemical, AlphaScreen, human | F-box/WD repeat-containing protein 7 (Homo sapiens), Q969H0 | AlphaScreen FBW7–phospho-cyclin E peptide binding, activator screen | normalized activity (activation), % at 26.1 µM | 650,000 tested, 0.13% active | AID 1259310, 2017; in the data active means normalized activity above about 1.9%;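 further: purified mutant Fbw7 with reduced substrate affinity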
# Target sequence (Q969H0 whole entry, looked up): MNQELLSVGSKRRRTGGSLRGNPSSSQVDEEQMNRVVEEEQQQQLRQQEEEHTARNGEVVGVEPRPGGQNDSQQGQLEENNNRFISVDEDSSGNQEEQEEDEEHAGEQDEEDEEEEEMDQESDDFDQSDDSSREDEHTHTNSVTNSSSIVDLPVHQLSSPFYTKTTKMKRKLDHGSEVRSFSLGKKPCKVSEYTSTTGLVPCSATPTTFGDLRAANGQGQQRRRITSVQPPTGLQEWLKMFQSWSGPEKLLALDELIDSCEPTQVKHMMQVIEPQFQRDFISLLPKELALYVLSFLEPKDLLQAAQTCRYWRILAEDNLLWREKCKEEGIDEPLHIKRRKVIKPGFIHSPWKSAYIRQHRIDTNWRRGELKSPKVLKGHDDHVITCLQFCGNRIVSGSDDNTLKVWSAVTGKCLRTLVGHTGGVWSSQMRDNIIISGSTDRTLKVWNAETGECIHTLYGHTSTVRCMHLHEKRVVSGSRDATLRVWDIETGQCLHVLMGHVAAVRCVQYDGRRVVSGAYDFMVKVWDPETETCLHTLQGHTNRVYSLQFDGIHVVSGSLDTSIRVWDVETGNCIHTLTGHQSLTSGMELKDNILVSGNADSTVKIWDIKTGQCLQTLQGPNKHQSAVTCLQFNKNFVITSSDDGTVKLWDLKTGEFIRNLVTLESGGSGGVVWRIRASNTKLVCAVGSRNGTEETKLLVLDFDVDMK
# MITF primary: MITF inhibitors, primary screen, biochemical, AlphaScreen, human. Microphthalmia-associated transcription factor (Homo sapiens), O75030. AlphaScreen MITF homodimerization, bead proximity signal. inhibition, % at 2.6 µM. 650,000 tested, 0.91% active. AID 1259374, 2018; in the data active means inhibition above about 50%;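 further: 0% = vehicle wells with protein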
# * = called active by the depositor.
SMILES,TEAD-YAP block,GPR151 ag,FBW7 activator,MITF primary
CSc1ccc(C2C(C#N)=C(N)N(c3sc4c(c3C#N)CCCC4)C3=C2C(=O)CC(C)(C)C3)cc1 (stereo not given),9,1.0,0.0,7
Cc1ccc(C)c(COc2cccc3ccc(N4CCC(C(N)=O)CC4)nc23)c1,3,-1.4,0.6,15
COc1cccc2c1OC1(CCN(C(=O)Nc3ccccc3)CC1)OC2,-15,0.3,0.4,7
NC(=O)c1cc2ccccc2oc1=NCCc1ccccc1,-72,0.5,1.4,-4
COC(=O)c1c(-c2ccccc2Cl)csc1N,-10,0.3,-0.1,-22
O=C(CCN1C(=O)c2ccccc2C1=O)Oc1ccc2c(c1)oc(=O)c1ccccc12,10,1.3,0.0,3
COc1ccc(CCNC(=S)NNC(=O)Cc2cccs2)cc1OC,-6,-1.2,0.1,9
O=C(CN(c1ccc(Cl)cc1Cl)S(=O)(=O)c1ccccc1)NCc1ccncc1,-3,0.5,-0.4,-7
O=C(Nc1ccccc1)C1CC2CCC1C2 (stereo not given),4,-1.7,0.1,-7
O=C(O)CCN1C(=O)C(=O)/C(=C(\O)c2ccccc2)C1c1ccc(Cl)cc1 (stereo not given),-6,0.0,0.1,17
CCOc1ccc2cc3c(N)c(C(=O)N4CCC(C)CC4)sc3nc2c1,-13,-1.5,0.1,18
Cc1nc2ccccc2c(=O)n1-c1cccc(NS(=O)(=O)c2ccc(Cl)cc2)c1,1,-0.2,0.0,10
O=C(CC1CCCCC1)Nc1c2c(nn1-c1ccc([N+](=O)[O-])cc1)CS(=O)(=O)C2,7,-0.5,0.0,-1
N#Cc1c(-c2ccco2)cc(C2CC2)nc1SCC(=O)c1ccc(Br)cc1,-12,0.0,-0.1,3
CSCCNC(=O)c1c(C)nc2c(C)cccn12,0,0.0,0.2,9
CCOc1ccc2c(c1)=C/C(=C\c1[nH]c(=S)[nH]c1O)C(=O)N=2,-1,-0.2,-0.2,1
CSc1nc2ccc3nc(NC(=O)c4ccc(S(=O)(=O)N5CC(C)OC(C)C5)cc4)sc3c2s1 (stereo not given),4,0.2,0.2,14
C=CCn1c(CC)nc2c(cnn2-c2ccccc2)c1=O,-10,1.8,0.3,1
Cc1ccc(C2NC(=O)c3ccccc3O2)cc1 (stereo not given),5,0.7,0.0,0
Cc1ccc(-c2ncn(-c3ccc(Nc4nccc(-c5cc(F)cc(N6CCOCC6)c5)n4)cc3)n2)cn1,7,-0.2,-0.1,-4
O=C(Nc1ccccc1F)C1CCCN1S(=O)(=O)c1cccc2nsnc12 (stereo not given),-8,-0.7,-0.1,-8
COC(=O)C1=C(C)N(c2ccc(F)cc2)/C(=C\c2cc(C)n(-c3ccccc3)c2C)C1=O,-3,-1.1,0.1,-14
COc1ccc(-c2cnc(Oc3ccc(NC(C)=O)cc3)nc2)cc1,-3,1.0,0.0,6
COc1ccc(-c2nc(C(=O)NCCN(C(C)C)C(C)C)cs2)cc1,3,1.3,0.4,16
COc1ccc(-n2nnc3c(=O)n(Cc4ccccc4Cl)cnc32)cc1OC,-3,-0.6,-0.1,-5
Cc1cc(C(=O)Nc2nc(C(C)(C)C)cs2)cs1,-57,0.3,0.0,-6
CCN(C(=O)c1cc2c(=O)n(C)c(=O)n(C)c2s1)c1ccccc1C,5,0.5,0.0,9
COc1ccc(C)cc1S(=O)(=O)Nc1ccc2c(c1)OCC(C)(C)C(=O)N2C,22,-0.2,-0.1,4
CCOc1ccc(C2C(C(=O)OC(C)CC)=C(C)NC3=C2C(=O)CC(c2ccccc2)C3)cc1OC (stereo not given),1,0.0,0.3,5
c1cc(OC2CCCC2)ccc1CN1CCCC(N2CCOCC2)C1 (stereo not given),0,1.5,0.7,9
Cc1[nH][nH]c(=O)c1N=Nc1ccccc1C#N,-3,2.9,0.1,22
CCn1c(C)nc2cc(C(=O)NNC(=O)COc3cccc(Br)c3)ccc21,1,2.5,0.0,86*
Cc1ccc(NC(=O)CSc2nc3ccsc3c(=O)n2Cc2ccccc2)cc1,-8,-0.7,-0.2,-11
COc1cccc(CNC(=O)C2CCC(Cn3c(=O)[nH]c4ccccc4c3=O)CC2)c1 (stereo not given),4,-0.9,0.0,-14
COc1cc(/C=N/NC(=O)CN2CCOCC2)c([N+](=O)[O-])cc1OC,5,-1.1,-0.4,-15
COCCn1c(C)cc(C(=O)CSc2nnc(Nc3ccccc3C)s2)c1C,-4,-0.3,0.1,10
CC1Sc2ccccc2N(Cc2ccccc2C#N)C1=O (stereo not given),-6,0.5,-0.1,-8
COc1ccc(CC(=O)N(C)c2nc3c(s2)CCc2oc(C)cc2-3)cc1,8,-0.2,-0.2,-16
CCOC(=O)Nc1ccncc1,4,-0.1,0.1,17
COc1ccc(C2C(C(=O)Nc3ccc(C(F)(F)F)cc3)c3ccccc3C(=O)N2c2ccc(OC)cc2)cc1 (stereo not given),-5,0.4,-0.1,25
C/C(=N/NC(=O)CNS(=O)(=O)c1ccccc1)c1ccc(C)cc1,-12,0.4,-0.1,10
CCCCn1c(=NC(=O)c2ccccc2Br)c(C(=O)OCC)cc2c(=O)n3ccccc3nc21,7,-0.7,1.2,7
O=C(NCCN1CCOCC1)c1cnc(-c2ccccc2)s1,1,-1.4,0.3,19
O=C(Nc1ccc(F)c(F)c1)c1ccc(Cl)cc1Cl,-39,-0.7,0.3,10
Cc1ccc(CN2CCNC(=O)C2CC(=O)N(C)CCc2cnn(C)c2)cc1 (stereo not given),1,0.2,-0.2,9
Cc1sc2nc3c(C(=O)N4CCCC4)cc(C(=O)c4ccccc4O)cn3c(=O)c2c1C,1,-0.3,-0.3,2
CCOc1ccc(NC(=O)c2cnc(N3CCN(c4ccccn4)CC3)c3ccccc23)cc1,9,1.0,-0.1,7
COc1ccccc1-c1cc(C(=O)N2CCCC(N3CCOCC3)C2)[nH]n1 (stereo not given),-8,1.2,0.1,-20

# Compound profiles, from the list above.
# `COc1ccc(C)cc1S(=O)(=O)Nc1ccc2c(c1)OCC(C)(C)C(=O)N2C` in the list: TEAD-YAP block = 22; GPR151 ag = -0.2; FBW7 activator = -0.1; MITF primary = 4
# `Cc1[nH][nH]c(=O)c1N=Nc1ccccc1C#N` in the list: TEAD-YAP block = -3; GPR151 ag = 2.9; FBW7 activator = 0.1; MITF primary = 22

# Not a retest: entries from further up.
SMILES,TEAD-YAP block,GPR151 ag,FBW7 activator,MITF primary
COc1cccc(CNC(=O)C2CCC(Cn3c(=O)[nH]c4ccccc4c3=O)CC2)c1 (stereo not given),4,-0.9,0.0,-14
COc1cc(/C=N/NC(=O)CN2CCOCC2)c([N+](=O)[O-])cc1OC,5,-1.1,-0.4,-15
COCCn1c(C)cc(C(=O)CSc2nnc(Nc3ccccc3C)s2)c1C,-4,-0.3,0.1,10
CC1Sc2ccccc2N(Cc2ccccc2C#N)C1=O (stereo not given),-6,0.5,-0.1,-8
COc1ccc(CC(=O)N(C)c2nc3c(s2)CCc2oc(C)cc2-3)cc1,8,-0.2,-0.2,-16
CCOC(=O)Nc1ccncc1,4,-0.1,0.1,17
COc1ccc(C2C(C(=O)Nc3ccc(C(F)(F)F)cc3)c3ccccc3C(=O)N2c2ccc(OC)cc2)cc1 (stereo not given),-5,0.4,-0.1,25
C/C(=N/NC(=O)CNS(=O)(=O)c1ccccc1)c1ccc(C)cc1,-12,0.4,-0.1,10
CCCCn1c(=NC(=O)c2ccccc2Br)c(C(=O)OCC)cc2c(=O)n3ccccc3nc21,7,-0.7,1.2,7
O=C(NCCN1CCOCC1)c1cnc(-c2ccccc2)s1,1,-1.4,0.3,19
O=C(Nc1ccc(F)c(F)c1)c1ccc(Cl)cc1Cl,-39,-0.7,0.3,10
Cc1ccc(CN2CCNC(=O)C2CC(=O)N(C)CCc2cnn(C)c2)cc1 (stereo not given),1,0.2,-0.2,9

# More results
SMILES,TEAD-YAP block,GPR151 ag,FBW7 activator,MITF primary
CSc1nc(-c2ccccc2)cc(-c2ccccc2)c1C#N,5,2.8,0.0,-3
c1ccc2c(c1)nc(NCCc1c[nH]c3ccccc13)c1nnnn12,-11,-0.4,0.2,-1
O=C(Cc1cccs1)NCc1ccccc1,-13,-0.3,0.0,6
Cc1cccc(C(=O)N2N=C(c3ccncc3)CC2(O)C(F)(F)F)c1 (stereo not given),-15,0.2,-0.1,-5
COc1cccc(/C=C2/C(=O)NN(c3ccccc3)C2=O)c1OCC(=O)O,13,2.4,-0.1,10
CC(C)CC(NC(=O)CNC(=O)C1O[C@@H]2OC(C)(C)O[C@@H]2[C@H]2OC(C)(C)O[C@@H]12)C(=O)O (stereo not given in full),-1,0.2,-0.1,5
O=C(Cn1cccc1C(=O)c1ccccc1)NCc1ccccc1,-11,0.4,0.0,12
CCOC(=O)C1CCN(c2nc(C)nc3c2CNCC3)CC1,-1,-0.5,0.1,-12
CCOc1ccc(CCNC(NC(=O)c2ccc(Cl)cc2)(C(F)(F)F)C(F)(F)F)cc1OCC,-13,-0.1,0.1,-1
Cc1cccnc1NC(=O)C(C)N1C(=O)c2ccccc2C1=O (stereo not given),3,-1.6,-0.1,3
O=C(Nc1ccccn1)C12CC3CC(CC(Cl)(C3)C1)C2,11,0.1,0.1,-1
Nc1c(Cl)cc(N2C(=O)C3CCCCC3C2=O)cc1Cl (stereo not given),-1,0.0,0.0,9
O=C(CCN1CCN(C/C=C/c2ccccc2)CC1)Nc1cccc(Cl)c1,6,-1.4,0.3,14
CN(C)c1cccc(Nc2nccc(NC3CC3)n2)c1,-32,0.1,0.7,23
CSc1ccc(C2C3=C(CC(C)(C)CC3=O)OC3=C2C(=O)CC(C)(C)C3)cc1,8,3.5,-0.1,4
CCOC(=O)c1ccccc1NC(=O)CN1Cc2ccccc2C1=O,-2,-0.9,-0.1,6
COc1ccc(OC)c(NC(=O)c2cnn3c(C(F)(F)F)cc(-c4ccco4)nc23)c1,-6,0.7,-0.1,6
Cn1c(O)c(C=NC(c2ccccc2)c2ccc(Cl)cc2)c(=O)n(C)c1=O (stereo not given),6,1.2,-0.1,-1
C=CCOc1ccc(C(=O)Nc2ccc(S(=O)(=O)N3CC(C)OC(C)C3)cc2)cc1 (stereo not given),39*,-1.0,0.0,19
O=C(c1ccncc1)N(Cc1ccccc1)Cc1cc2ccccc2[nH]c1=O,12,0.4,-0.3,-2
CCOC(=O)CNC(=O)CSc1nc2c(c(=O)n1CCc1ccccc1)SCC2,-7,0.2,-0.2,-8
N#Cc1cc2c(nc1SCC(=O)c1ccc(Br)cc1)CCCCC2,-9,-0.9,0.2,-1
COc1ccc(N(C(=O)c2ccc(Br)o2)C2C=CS(=O)(=O)C2)cc1 (stereo not given),-18,0.0,-0.2,-5
CN(C)C(=O)/C(=C\c1ccco1)NC(=O)c1ccccc1,6,0.1,-0.1,13
CCc1cc2[nH]c(C(=O)NN)cc2s1,11,1.8,0.0,-2
Cc1c(C(=O)N2CCCCC2C)sc2ncn(CC(=O)N3CCC(C)CC3)c(=O)c12 (stereo not given),3,1.8,0.0,-7
O=C(CCl)Nc1cccc2cccc(C(=O)O)c12,-2,-1.3,0.3,14
O=c1c2ccccc2nc(SCc2ccc(F)cc2)n1-c1ccccc1,11,-1.4,0.3,11
CCCCN(CC)S(=O)(=O)c1ccc(C(=O)Nc2nc(-c3ccncc3)cs2)cc1,3,0.9,-0.1,9
O=C(CSc1nnc(-c2cccc3ccccc23)o1)Nc1cccc(F)c1,-35,1.7,-0.2,8
Cc1cc(C)nc(Sc2ccc(NC(=O)OC(C)(C)C)cc2)n1,-8,-1.6,0.1,-8
COc1cc2[nH]c(=S)nc(NCCCN3CCCC3)c2cc1OC,-2,1.0,-0.1,-3
COc1ccccc1C(=O)Nc1ccc(-c2ccn[nH]2)cc1,-52,-1.7,0.0,-5
O=C(COc1ccccc1)Nc1nc2c(s1)Cc1ccccc1-2,-11,-1.7,-0.4,14
CCCN1CCN(c2nc(C)nc3sc4c(c23)CCCC4)CC1,4,-1.2,0.3,21
OCCC1CN(Cc2ccccc2-c2ccco2)CCN1Cc1ccccc1 (stereo not given),-16,2.9,0.2,10
CCOC(=O)C1=CN(Cc2ccc(F)cc2)C=C(C(=O)OCC)C1c1cc(OC)c(OC)cc1OC,6,0.6,0.0,6
N#CC1=C(SCC(=O)Nc2nccs2)NC(=O)CC1c1ccccc1 (stereo not given),-5,1.6,-0.1,-4
CCOc1ccc2[nH]c(=O)c(CN(CCCO)Cc3nnnn3Cc3ccco3)cc2c1,0,-0.8,-0.1,14
Cc1cccn2c(=O)c(/C=C(\C#N)C(=O)NC3CCCCC3)c(Oc3ccc(F)cc3)nc12,7,0.0,-0.1,9
CC(C)N(CCNC(=O)c1csc(-c2ccccc2)n1)C(C)C,6,-2.5,0.0,11
CCCCOC(=O)c1ccc(NC(=O)c2ccc(C)cc2)cc1,-1,-1.0,0.0,11
Cc1ccc(NCc2ccccc2O)c(C)c1,-24,-0.4,0.2,0
Cc1ccc(N2C(=O)N(Cc3cc(=O)oc4cc(C)ccc34)C(=O)C2C)cc1 (stereo not given),-1,-0.5,0.5,14
O=C(C1CC(=O)N(C2CCCCCC2)C1)N1CCN(c2ccccc2)CC1 (stereo not given),-6,-0.1,0.1,7
CCOc1ccc(-n2c(CNC(=O)c3cc(OC)cc(OC)c3)nnc2SCC(=O)Nc2nccs2)cc1,-3,1.7,0.1,3
COc1cc2c(C)nc(C)c(C#N)c2cc1OC,-1,0.2,0.0,6
Cc1nc(COC(=O)c2ccc3c(c2)S(=O)(=O)c2ccccc2C3=O)cs1,-7,0.1,0.0,-2
O=C(NC(=S)Nc1ccccn1)C12CC3CC(CC(C3)C1)C2,-18,-0.2,-0.1,8
Cc1cc(C(=O)NN2CCOCC2)ccc1[N+](=O)[O-],-5,3.8,-0.1,7
COc1ccc2cc3c(N)nn(C(=O)c4ccccc4C)c3nc2c1,45*,0.1,-0.1,-1
